Screens (PubChem BioAssay)
BRCA1 expr up: qHTS Assay to Identify Small Molecule Activators of BRCA1 Expression. MCF7-BRCA1-FFLuc reporter, luminescence, 48 h; response scale: scaled: vehicle 0%, 10 µM genistein 100%. Potency, µM (titrated, usually from 46.1 µM), for inactives: at the highest dose activation, actives largely listed as activators. actives 1.1% (n = 380,000); note: potency is the fitted concentration of half-maximal effect; nearly all actives have a fitted effect of over 80% in size; some results filed as inactive show a strong effect at the top dose
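Quantitative HTS in MCF7 cells stably reporting BRCA1 expression via firefly luciferase. Compound treatment lasts 48 h at 37 °C in phenol-red free MEM. Activation is expressed relative to genistein at 10 microM and DMSO.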
NPC1 prom act: qHTS Assay for NPC1 Promoter Activators. Huh7 NPC1 promoter luciferase reporter, 24 h. Potency, µM (titrated, usually from 9.22 µM), without a hit: at the top dose activation, actives largely listed as activators. actives 2.4% (n = 320,000);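 note: potency is the fitted concentration of half-maximal effect; % of control where 0% means no effect; nearly all actives have a fitted effect of over 60% in size; reporter is driven by a mutant NPC1 promoter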
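Luminescence read-out of NPC1 promoter-driven luciferase in stably transfected Huh7 cells; compounds delivered in DMSO and left 24 h at 37C, 5% CO2, qHTS titration format.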
Rab9 promoter act: qHTS Assay for Rab9 Promoter Activators; Huh7 Rab9 promoter-luciferase reporter, luminescence, 24 h; Potency, µM (top dose mostly 9.22 µM), for the others: at the top dose activation, negative = inhibition, most hits filed as activators; actives 2.8% (n = 320,000); AID 485297, 2010; note: potency is the fitted concentration of half-maximal effect; % of control where 0% means no effect; nearly all actives have a fitted effect of over 60% in size
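Stable Rab9-luc Huh7, 1500 cells/well, 2 h settle; cmpd in DMSO, 24 h, 37 °C/5% CO2; luciferase reagent 10 min RT; luminescence.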
TRPV1 ag: HTS Assay for Compounds that Act as Agonists of the Vanilloid Receptor 1 | activation, % at 8.33 µM | actives 0.19% (n = 320,000) | Transient receptor potential cation channel subfamily V member 1 (Homo sapiens), Q8NER1 | TRPV1-expressing cells, Fluo-8 calcium influx, agonist mode; in the data active = activation above about 80%; inconclusive = between about 30% and that limit; note: 0% is about no effect
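Cells expressing TRPV1 were dye-loaded with Fluo-8 and read kinetically: 10 s baseline, 3 min after compound (agonist portion), then 2 min after EC20 capsaicin (allosteric enhancer portion). Calcium-bound dye fluorescence at 480/520 nm.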
Tb PFK inh: qHTS Assay to Find Inhibitors of T. brucei phosphofructokinase; actives 0.17% (n = 330,000); Potency, µM (doses to about 57.5 µM), inactives show at the highest dose activity, negative = inhibition, usual class: inhibitors; T. brucei PFK, ADP-Glo luminescence; ATP-dependent 6-phosphofructokinase (Trypanosoma brucei brucei), O15648; AID 485367, 2010;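 note: potency is the fitted concentration of half-maximal effect; 0% = uninhibited 1x PFK enzyme wells and -100% = no-enzyme wells; nearly all actives have a fitted effect of over 60% in size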
Target sequence (O15648 whole entry, looked up): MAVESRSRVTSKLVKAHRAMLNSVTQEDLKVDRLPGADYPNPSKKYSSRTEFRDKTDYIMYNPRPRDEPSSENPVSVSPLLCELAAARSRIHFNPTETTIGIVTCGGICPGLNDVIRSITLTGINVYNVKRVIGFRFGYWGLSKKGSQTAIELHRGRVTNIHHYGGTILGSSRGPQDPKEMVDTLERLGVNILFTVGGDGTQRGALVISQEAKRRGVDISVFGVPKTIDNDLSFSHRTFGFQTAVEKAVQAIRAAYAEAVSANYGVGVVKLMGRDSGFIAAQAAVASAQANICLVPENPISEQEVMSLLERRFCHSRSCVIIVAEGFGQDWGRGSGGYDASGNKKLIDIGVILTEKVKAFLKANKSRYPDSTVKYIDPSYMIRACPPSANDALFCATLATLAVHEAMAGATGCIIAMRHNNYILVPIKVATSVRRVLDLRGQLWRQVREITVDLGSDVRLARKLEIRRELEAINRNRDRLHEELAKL
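Compounds were pin-transferred as a titration series up to 57 uM into substrate buffer (0.5 mM F6P, 0.1 mM ATP, pH 8.0), then 1.25 nM PFK was added and reactions ran 45 min before ADP-Glo detection.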
p53 reactivator: qHTS assay for re-activators of p53 using a Luc reporter. Potency, µM (titrated, usually from 92.2 µM), for inactives: at the top dose activity change, positive = activation, hits mostly activators. actives 0.063% (n = 320,000). H1299 p53-A138V BP100-luciferase reporter, luminescence, 24 h; note: potency is the fitted concentration of half-maximal effect; % of control where 0% means no effect; nearly all actives have a fitted effect of over 45% in size
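H1299 (p53-null), stable ts p53-A138V + BP100-Luc; 1000 cells/well, Opti-MEM/10% FBS; cpd 4 pt, 1:5; 24 h, 37 deg C, 5% CO2; detection reagent 10 min RT; luminescence.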
FLuc counter: qHTS profiling assay for firefly luciferase inhibitor/activator using purifed enzyme and Km concentrations of substrates (counterscreen for miR-21 project). purified FLuc, Km substrates, luminescence inhibition. Luciferin 4-monooxygenase (Photinus pyralis), P08659. AID 588342, 2011. Potency, µM (series often up to 57.5 µM), without a hit: at the highest dose activity change, negative = inhibition, most hits filed as inhibitors. actives 6.9% (n = 360,000);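 note: potency is the fitted concentration of half-maximal effect; plate controls were vehicle for no effect and reference inhibitor for full effect; nearly all actives have a fitted effect of over 55% in size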
Target sequence (P08659 whole entry, looked up): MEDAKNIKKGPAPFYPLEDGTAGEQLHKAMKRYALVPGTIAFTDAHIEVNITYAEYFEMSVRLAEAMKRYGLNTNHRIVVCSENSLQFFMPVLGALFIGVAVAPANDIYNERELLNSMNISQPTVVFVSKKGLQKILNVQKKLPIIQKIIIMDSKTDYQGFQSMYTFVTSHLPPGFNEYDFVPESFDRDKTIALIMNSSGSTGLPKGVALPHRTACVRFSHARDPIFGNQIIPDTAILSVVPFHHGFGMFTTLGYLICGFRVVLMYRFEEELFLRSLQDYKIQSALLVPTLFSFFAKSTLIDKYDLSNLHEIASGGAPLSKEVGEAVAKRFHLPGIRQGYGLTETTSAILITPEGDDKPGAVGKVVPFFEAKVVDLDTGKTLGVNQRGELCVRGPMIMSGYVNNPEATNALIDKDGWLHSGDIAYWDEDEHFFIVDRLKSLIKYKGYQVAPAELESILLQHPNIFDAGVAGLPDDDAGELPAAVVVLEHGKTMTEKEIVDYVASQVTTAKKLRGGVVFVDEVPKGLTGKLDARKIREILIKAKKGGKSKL
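Purified P. pyralis luciferase (10nM final) with 10uM D-luciferin and 10uM ATP (Km levels) in 50mM Tris acetate pH 7.5, 10mM Mg acetate, 0.01% Tween-20, 0.05% BSA; qHTS 6-point titration, ~60 µM downward; luminescence read.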
VP16 counter: VP16 counterscreen qHTS for inhibitors of ROR gamma transcriptional activity; Drosophila S2 Gal4-VP16 UAS-luciferase, luminescence, 20 h; Potency, µM (top dose mostly 53.6 µM), without a hit: top-dose activity, negative = inhibition, most hits filed as inhibitors; actives 3.5% (n = 310,000); AID 2546, 2010;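 note: Gal4-VP16 expression switched on by copper sulfate through the metallothionein promoter; potency is the fitted concentration of half-maximal effect; % is set by controls: 0 for no effect and ±100 for the full control effect; nearly all actives have a fitted effect of over 50% in size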
ELG1 genotox: qHTS screen for small molecules that induce genotoxicity in human embryonic kidney (HEK293T) cells expressing luciferase-tagged ELG1. actives 1.3% (n = 330,000). HEK293T ELG1-luciferase reporter, luminescence, 16 h. Potency, µM (highest dose often 46 µM), inactives show at the top dose activity change, positive = activation, hits mostly activators. AID 504466, 2011; note: potency is the fitted concentration of half-maximal effect; % of control where 0% means no effect; nearly all actives have a fitted effect of over 60% in size
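Step 1: seed 2,000 HEK293T ELG1-luciferase cells per well. Step 2: add compound or DMSO, incubate 16 hr at 37 °C. Step 3: ONE-Glo, 30 min at room temperature, read luminescence.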
ELG1 repair inh: qHTS screen for small molecules that inhibit ELG1-dependent DNA repair in human embryonic kidney (HEK293T) cells expressing luciferase-tagged ELG1; HEK293T ELG1-luciferase reporter, luminescence, 16 h; DNA damage induced by 5-fluorouridine; Potency, µM (doses to about 46.1 µM), for inactives: at the top dose activity change, negative = inhibition, hits mostly inhibitors; actives 2.3% (n = 330,000); AID 504467, 2011; note: potency is the fitted concentration of half-maximal effect; % is set by controls: 0 for no effect and ±100 for the full control effect; nearly all actives have a fitted effect of over 55% in size
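5-Fluorouridine DNA damage + compound/DMSO, 2,000 cells/well, 16 h, 37 °C/5% CO2. ONE-Glo, 30 min RT, luminescence. Readout = decrease in reporter signal.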
RORg inh: qHTS for inhibitors of ROR gamma transcriptional activity | Nuclear receptor ROR-gamma (Mus musculus), P51450 | Drosophila S2 Gal4-RORgamma UAS-luciferase reporter, 20 h | Potency, µM (highest dose often 53.6 µM), for the others: at the top dose activity change, negative = inhibition, most hits filed as inhibitors | actives 5.4% (n = 310,000) | AID 2551, 2010; note: potency is the fitted concentration of half-maximal effect; % is set by controls: 0 for no effect and ±100 for the full control effect; nearly all actives have a fitted effect of over 60% in size
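Stably transfected Drosophila Schneider cells are the test system, with ROR gamma fused to Gal4 and luciferase under UAS control; luminescence is read after 20 hr of 700 uM copper sulfate induction at ambient temperature.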
* hit, by the source's call; ? = inconclusive; . = no result given; [ ] = dose if it differs, or a comment. Unless noted, calls come from the whole dose curve; as a rule, active = well fitted curve in the direction sought with a large enough effect; inconclusive = small, poorly fitted or top-dose-only effect, or another doubt; inactive = no such curve, though single readings can be large; an effect the other way counts as inactive or inconclusive.

Each structure is followed by: BRCA1 expr up | NPC1 prom act | Rab9 promoter act | TRPV1 ag | Tb PFK inh | p53 reactivator | FLuc counter | VP16 counter | ELG1 genotox | ELG1 repair inh | RORg inh
COc1cccc(N2C(=O)Nc3ccc(Br)cc3C2(O)C(=O)NCCCN(C)C)c1 (stereo not given)
  -3% | -7% | 2% | -4 | -1% | -4% | 1% | 2% | 2% | 0% | 10%
CSc1cccc(NC(=O)CSc2ncccc2C(=O)Oc2cccc([N+](=O)[O-])c2)c1
  51% | 3% | -5% | 2 | 2% | ? | -14% | 5% | -2% | ? | -9%
Cc1cc(N/N=C\c2ccc(Br)cc2)nc(-n2nc(C)cc2C)n1
  -73% | -8% | -24% | -4 | -1% | -3% | -1% | 1.4µM* | -7% | ? | 0.1µM*
COc1ccc(N2CCN(CCNC(=O)c3ccc4c(c3)[nH]c(=S)n3c5ccccc5nc43)CC2)cc1
  -21% | -13% | -14% | -2 | 2% | -1% | -2% | 3.5µM* | ? | ? | 6.3µM*
Cc1ccc(S(=O)(=O)N(C)C[C@@H]2Oc3ccc(NC(=O)Cn4cnnn4)cc3C(=O)N([C@@H](C)CO)C[C@H]2C)cc1
  6% | . | . | . | 7% | 4% | . | . | 2% | 3% | .
COc1ccc(C2CC(=O)c3cnc(NC(=O)c4ccccc4)nc3C2)cc1OC (stereo not given)
  0% | 1% | -1% | -1 | 4% | -2% | -7% | -7% | 1% | 6% | -10%
COc1ccc(/C=C\C(=O)NCC(=O)N/N=C/c2cccc(OC)c2O)cc1
  -11% | 2% | -1% | -5 | 4% | 11% | -4% | 7.9µM* | -2%[9.26 µM] | -7% | 1.6µM*
O=C(Nc1ccccc1Cl)c1cnccn1
  33% | -4% | 2% | 3 | -1% | -1% | -9% | ? | 15% | ? | -14%
CC(=O)Nc1ccc(S(=O)(=O)N2CCC(C(=O)O)(c3ccccc3)CC2)cc1
  3% | 0% | -1% | -1 | 1% | . | 1% | -1% | -1% | -5% | 0%
CCC(c1nnnn1CCc1ccccc1)N(Cc1ccco1)Cc1cc2cc(C)cc(C)c2[nH]c1=O (stereo not given)
  -71% | -1% | -8% | 6 | 1% | 26% | 3%[2.3 µM] | -1% | -13% | ? | -7%
CC(=O)c1c2c3c(c(Br)ccc3n(C)c1=O)C(=O)c1ccccc1-2
  10% | 0% | -1% | 1 | 0% | -4% | 0% | -8% | 5% | 28% | -36%
CCCCc1c(C)nc2ccccc2c1SCCC#N
  2% | -5% | -1% | 15 | -4% | 4% | 3% | -4% | -8% | -28% | ?
N#Cc1ccc(OCC(=O)N2CCN(c3ccc(C(F)(F)F)cn3)CC2)cc1
  13% | -3% | -8% | 22 | -1% | 14% | -1% | . | -6% | -4% | .
CCCc1cc(C(=O)Nc2cc(C)nn2-c2ccccc2)no1
  -10% | -2% | -3% | . | 4% | -6% | 9% | 0% | -1% | -5% | 1%
Cc1ccnc(NS(=O)(=O)c2ccc(NS(=O)(=O)c3ccc([N+](=O)[O-])cc3)cc2)n1
  0% | 1% | 6% | 1 | -12% | -5% | 1% | -1% | -1% | 7% | 5%
CCOC(=O)N1CCN(C(=O)C2CCCN(S(=O)(=O)c3ccc(F)cc3)C2)CC1 (stereo not given)
  -5% | 2% | 1% | -1 | -6% | -2% | 0% | 0% | -4% | -1% | 22%
COCc1cc(C)n(CC(=O)NC(C)c2ccccc2)c(=O)c1C#N (stereo not given)
  58% | -1% | 9% | 0 | -1% | -4% | 3% | -8% | 1% | -1% | 24%
Cc1ccc(NC(=S)NCCCN2CCOCC2)cc1C
  -9% | 3% | 11% | . | 6% | -1% | -2% | -95% | 1% | -2% | -45%
Cc1[nH]c2ccccc2c1C(=O)COC(=O)Cn1cnc2ccccc21
  3% | -1% | 0% | 0 | -2% | -2% | -2% | -9% | 3% | 3% | 22%
C=CCn1c(=O)c2c(nc3n2CCN3c2cccc(Cl)c2C)n(C)c1=O
  -11% | -3% | 0% | 0 | -4% | 3% | -1% | 2% | -7% | ? | 36%
Cc1ccc2nc(SCC(=O)Nc3nonc3N)[nH]c2c1
  -7% | 1% | 1% | 3 | 3% | 0% | ? | -4% | 1% | 6% | 6%
COc1ccc2[nH]cc(CCNC(=O)CS(=O)(=O)Cc3ccccc3)c2c1
  -3% | -4% | 10% | 1 | -3% | -4% | -2% | -8% | -3% | -1% | -8%
Cc1ccc(SCCNC(=O)/C=C/c2ccc([N+](=O)[O-])cc2)cc1
  -25% | 0% | -4% | 25 | -1% | 3% | -18% | -11% | -1% | 11% | 16%[10 µM]
CCO[C@H]1OC(C(N)=O)=C[C@@H](c2csc3ccccc23)[C@@H]1CCCO
  11% | 2% | -1% | 3 | -1% | -3% | 1% | 3% | 3% | 12% | ?
Nc1c(N(CCC2=CCCCC2)C(=O)c2ccc([N+](=O)[O-])o2)c(=O)[nH]c(=O)n1Cc1ccccc1
  -42% | 6% | 0% | -1 | -27% | -10% | -2% | . | -21% | -14% | .
CCn1cc(C(=O)NCCCN2CCC(C)CC2)c(=O)c2cc(S(=O)(=O)N3CCCC3)ccc21
  -17% | -3% | -6% | -9 | 0% | -12% | -2% | 1% | 0% | 11% | 1%
CC(C)c1ccc(NC(=O)CNS(=O)(=O)c2ccc(F)cc2)cc1
  -20% | -1% | -2% | ? | -7% | 12% | 4% | -12% | -6% | -26% | ?
CCC(C)NS(=O)(=O)c1ccc(S(=O)(=O)N2CC=C(c3ccc(F)cc3)CC2)cc1 (stereo not given)
  -45% | -4% | -3% | -2 | 2% | 1% | -2% | ? | 4% | -17% | ?
CN(C)S(=O)(=O)c1ccc(N2CCCC2)c(C(=O)OCC(=O)NC2CCCCC2)c1
  -22% | 0% | 3% | 8 | -6% | -2% | -1% | . | -4% | ? | .
Cc1ccc(NC(=O)CN(C)C(=O)COC(=O)c2nccnc2N)cc1
  3% | -1% | -7% | 0 | -3% | 6% | 3% | . | 0% | 0% | .
CCOC(=O)C1Oc2ccccc2C(c2cccc3ccccc23)=C1C(=O)OC (stereo not given)
  -2% | . | . | . | -4% | 1% | . | 8% | 0% | ? | 7%
COc1ccc(/C=C(/C(=O)Nc2ccccc2C(=O)N2CCCC2)c2ccccc2)cc1
  -47% | -1% | -3% | 24 | -2% | -6% | 0% | -4% | -11% | 23µM* | 35%
COc1ccc(Cc2nnc(SCC(=O)N(C)CC(=O)Nc3ccc(C)cc3)o2)cc1
  -3% | -1% | -1% | 1 | -9% | -4% | 1% | . | -8% | ? | .
COc1ccc(NC(=O)CS(=O)c2cccc(C(F)(F)F)c2)cc1 (stereo not given)
  12% | 1% | 1% | 11 | -1% | 2% | -1% | 5% | 3% | 14% | -8%
COc1ccc(CCN2C(=O)C3C4C=CC(C4)C3C2=O)cc1OC (stereo not given)
  -28% | -2% | 0% | 1 | -1% | 9% | 0% | 1% | -5% | 13% | 5%
COC(=O)c1c(C)oc2c1cc(NS(=O)(=O)c1ccc(C(=O)O)cc1)c1ccccc12
  -42% | 0% | 1% | 3 | 6% | . | -17% | -5% | 1% | 12% | 13%
CCOc1cc(C(=O)Nc2ccc(N3CCOCC3)cc2)cc(Br)c1OC
  -69% | -5% | -3% | 17 | -2% | -2% | 4% | 3%[10 µM] | -11% | -14% | ?
CC(=O)NCC(=O)OCC(=O)c1ccccc1
  0% | -3% | -6% | -2 | 3% | 4% | 2% | -1% | -2% | 11% | 6%
COc1cc(OC)cc(C(=O)N[C@H](C(=O)OCC(=O)Nc2ccc(F)c(F)c2)C(C)C)c1
  -28% | -2% | -3% | 3 | -5% | -4% | 0% | -13% | -7% | ? | ?
COCCCn1c(=O)c2sccc2n(Cc2cccc(F)c2)c1=O
  -18% | -3% | 3% | 4 | 6% | . | 0% | 12% | -6% | 3% | 15%
O=C1C(Cl)=C(NCc2cccnc2)C(=O)c2ccccc21
  -93%[inhibitor] | -28% | -43%[inhibitor] | -2 | -17% | -23% | -8% | ? | -4% | 21µM* | 10µM*
